# DRD3 agonist = qHTS of D3 Dopamine Receptor Agonist: qHTS; D(3) dopamine receptor (Homo sapiens), P35462; D3R DiscoveRx beta-arrestin cells, luminescence, 90 min; max activation, %; 0.58% of 410,000 active; in the data active means max activation above about 30%; further: 0% is about no effect; mostly tested at two doses, the higher about 12 µM
# Target sequence (P35462 whole entry, looked up): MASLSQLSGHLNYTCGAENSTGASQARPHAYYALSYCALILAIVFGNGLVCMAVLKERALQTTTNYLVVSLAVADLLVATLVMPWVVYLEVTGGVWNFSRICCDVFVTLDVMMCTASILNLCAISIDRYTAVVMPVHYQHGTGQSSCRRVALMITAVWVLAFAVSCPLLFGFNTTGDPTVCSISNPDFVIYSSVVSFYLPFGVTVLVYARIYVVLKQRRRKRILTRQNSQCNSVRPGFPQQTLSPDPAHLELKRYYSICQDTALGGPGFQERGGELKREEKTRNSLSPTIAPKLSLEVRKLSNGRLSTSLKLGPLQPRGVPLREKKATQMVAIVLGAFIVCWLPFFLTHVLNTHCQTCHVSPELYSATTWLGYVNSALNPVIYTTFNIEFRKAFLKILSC
#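 Agonist mode: compounds and dopamine controls were applied to plated cells for 90 min at 37 degrees C after an overnight attachment at 1500 cells/well. Luminescent read-out followed 30 - 60 minutes at room temperature with DiscoveRx detection reagent.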
# GLP-1R inv ag = qHTS of GLP-1 Receptor Inverse Agonists (Inhibition Mode); Glucagon-like peptide 1 receptor (Homo sapiens), P43220; HEK293 GLP-1R CRE-luciferase, luminescence, 24 h; GLP-1R form is constitutively active; Potency, µM (highest dose often 38.3 µM), inactives show at the highest dose activity change, negative = inhibition, hits mostly inhibitors; 1.6% of 410,000 active; further: potency means the concentration at half of the fitted maximal effect; on the % scale 0 is the no-effect control and ±100 the full control effect; nearly all actives have a fitted effect of over 55% in size
# Target sequence (P43220 whole entry, looked up): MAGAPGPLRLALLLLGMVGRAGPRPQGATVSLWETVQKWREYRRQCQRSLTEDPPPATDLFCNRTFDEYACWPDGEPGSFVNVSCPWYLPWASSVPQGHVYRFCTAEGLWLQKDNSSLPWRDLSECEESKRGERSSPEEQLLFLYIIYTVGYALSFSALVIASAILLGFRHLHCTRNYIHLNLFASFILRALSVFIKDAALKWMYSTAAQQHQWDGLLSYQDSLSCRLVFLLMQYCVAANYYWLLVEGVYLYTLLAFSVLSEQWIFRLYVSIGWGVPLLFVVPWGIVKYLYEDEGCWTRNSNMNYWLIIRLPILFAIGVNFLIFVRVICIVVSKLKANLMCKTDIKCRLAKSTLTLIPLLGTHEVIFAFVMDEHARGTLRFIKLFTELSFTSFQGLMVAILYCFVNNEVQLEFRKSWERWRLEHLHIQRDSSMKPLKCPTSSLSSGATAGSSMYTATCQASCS
#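 Luminescence readout: a drop in cAMP-driven luciferase signal flags inverse agonism at a constitutively active GLP-1R stably expressed in HEK293. Compound exposure lasted 24 hr at 37 deg C, 5% CO2.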
# WRN inhibitor = qHTS for Inhibitors of WRN Helicase; AID 651768, 2012; 0.46% of 360,000 active; Bifunctional 3'-5' exonuclease/ATP-dependent helicase WRN (Homo sapiens), Q14191; Potency, µM (series often up to 114 µM), inactives show at the highest dose activity change, negative = inhibition, most hits filed as inhibitors; WRN helicase unwinding, fluorescent forked duplex, kinetic; further: potency means the concentration at half of the fitted maximal effect; on the % scale 0 is the no-effect control and ±100 the full control effect; nearly all actives have a fitted effect of over 55% in size
#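 WRN at 20 nM final was preincubated with compound for 15 min at room temperature; reaction started with 100 nM forked duplex oligonucleotide carrying fluorophore and quencher plus 2 mM ATP (final). Unwinding followed kinetically by red fluorescence (ex 525/em 598 nm).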
# IL-2 act = qHTS of IL-2 Activators; IL-2 activation reporter assay, cell-based qHTS; stimulated with anti-CD3/CD4/CD28 beads; in transgenic mouse T cells; activation, % (series mostly up to about 46 µM); AID 652025, 2013; 0.065% of 360,000 active; in the data active means activation above about 50%; inconclusive means mostly about 30% to 49%; further: 0% is about no effect
#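 Readout: EGFP and DsRed signals by fluorescent plate cytometry. Unstimulated transgenic mouse T cells received compound 60 min before antibody-bead stimulation, then incubated 18 h at 37 degrees C.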
# GLP1R cytotox = qHTS of GLP-1 Receptor Inverse Agonists: Cytotox Screen. 0.13% of 410,000 active. HEK293 cAMP-luciferase reporter cells, luminescence, 24 h. Potency, µM (top dose mostly 38.3 µM), for the others: at the highest dose activity change, negative = inhibition, usual class: inhibitors;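 further: loss of luciferase light is scored as toxicity; potency means the concentration at half of the fitted maximal effect; on the % scale 0 is the no-effect control and ±100 the full control effect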
#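 Here, cytotoxicity is scored as loss of luminescence. The MLSMR collection was tested on cells seeded in medium containing 10% Nu serum, with a 24 hr compound exposure preceded by 12 hours of culture.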
# PLK1 PBD inh = qHTS for Inhibitors of PLK1-PDB (polo-like kinase 1 - polo-box domain): Primary Screen; Potency, µM, inactives show max response, negative = inhibition, actives largely listed as inhibitors; 2.8% of 360,000 active; Serine/threonine-protein kinase PLK1 (Homo sapiens), P53350; Plk1 PBD binding of FITC phosphopeptide, fluorescence polarization; further: potency means the concentration at half of the fitted maximal effect; series mostly up to about 57 µM; on the % scale 0 is the no-effect control and ±100 the full control effect; nearly all actives have a fitted effect of over 65% in size
# GLP1R ag = qHTS of GLP-1 Receptor Agonists. 0.007% of 380,000 active. HEK293 GLP-1R CRE-luciferase, luminescence, 4-6 h; cells express a hypersensitive GLP-1R form. Glucagon-like peptide 1 receptor (Homo sapiens), P43220. Potency, µM (top dose mostly 45.6 µM), inactives show at the highest dose activation, usual class: activators; further: potency means the concentration at half of the fitted maximal effect; % of control where 0% means no effect
# PI5P4Ka inh = qHTS for Inhibitors of phosphatidylinositol 5-phosphate 4-kinase (PI5P4K); PI5P4Kalpha enzyme, ADP-Glo luminescence, 60 min; active compounds read low; 1.2% of 330,000 active; max response, %; AID 652105, 2013; Phosphatidylinositol 5-phosphate 4-kinase type-2 alpha (Homo sapiens), P48426; active means max response of -50% or lower; inconclusive means between -30% and -50%; inactive means -30% or higher; further: value at the top dose of about 77 µM; on the % scale 0 is the no-effect control and ±100 the full control effect
#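 qHTS, 1536-well: enzyme/substrate mix, compound by pin tool, 5 microM ATP final; RT 60 min; ADP-Glo reagents 1 (45 min) then 2 (30 min); luminescence.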
# DRD3 antagonist = qHTS of D3 Dopamine Receptor Antagonist: qHTS. AID 652054, 2013. D(3) dopamine receptor (Homo sapiens), P35462. max response, negative = inhibition, %. 2.5% of 360,000 active. D3R cells, DiscoveRx beta-arrestin luminescence, antagonist mode; active compounds read low; in the data active means max response below about -50%; inconclusive means no clear call, values can overlap the other calls; further: on the % scale 0 is the no-effect control and ±100 the full control effect; mostly tested at two doses, the higher about 12 µM
#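 Cells expressing the human receptor were seeded at 1500 cells/well, incubated overnight at 37 degrees C in 5% CO2, then exposed to library compounds with dopamine controls for 90 minutes at 37 degrees C before luminescent detection.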
# * = called active by the depositor; ? = inconclusive; · = no result given; [ ] = remark or other dose. Unless noted, the call rests on the fitted dose curve; in most records, active means well fitted curve in the direction sought with a large enough effect; inconclusive means small, poorly fitted or top-dose-only effect, or another doubt; inactive means no such curve, though single readings can be large; an effect the other way counts as inactive or inconclusive. Not a hit list; any-hit rate near 7.8%.
SMILES,DRD3 agonist,GLP-1R inv ag,WRN inhibitor,IL-2 act,GLP1R cytotox,PLK1 PBD inh,GLP1R ag,PI5P4Ka inh,DRD3 antagonist
CCc1nc(Nc2cccc(O)c2)c2oc3ccccc3c2n1,19,?,-15%[57.1 µM],-0.9,-22%,1%,1%,-2,34
Cc1nn(-c2ccccc2)c(C)c1C(=O)OC(C)C(=O)NC1CCCCC1 (centres undefined),16,?,9%,-0.8,1%,0%,9%,4,31
Cc1nnsc1C(=O)NNc1ccc(C(C)(C)C)cc1,25,-6%,-1%,0.5,-18%,1%,18%,-3,4
O=C(/C=C/c1cccs1)NC(=S)NNC(=O)c1ccccc1O,26,?,4%,0.5,-18%,-22%,1%,-6,12
Cn1ncc2cc(NC(N)=S)ccc21,-1,1%,2%,-4.7,-9%,-4%,0%,-3,15
CC(OC(=O)c1ccncc1)C(=O)Nc1cccc(Cl)c1 (centres undefined),1,2%,-1%,-0.4,2%,-3%,-3%,0,-6
C[C@H](CO)N1C[C@H](C)[C@@H](CN(C)C(=O)NC2CCCCC2)OCc2cnnn2CCCC1=O,-2,12%,4%,-0.9,0%,-5%,-3%,1,-10
O=C(CN1CCN(S(=O)(=O)c2ccc(Br)cc2)CC1)Nc1ccccc1F,-7,?,-8%,-0.4,10%,-9%,9%,8,5
COc1ccc(C(=O)NCc2ccc(C)cc2)cc1S(=O)(=O)N1CCCc2ccccc21,-4,?,-5%,-3.3,-12%,0%,2%,2,0
CCC(C)C(CO)NCCCn1cnc2c(OCc3ccccc3)ncnc21 (centres undefined),-2,-27%,-4%,0.2,4%,-4%,-2%,-1,13
O=S(=O)(c1ccc(F)c(F)c1)N1CCC2(CC1)OCCO2,-6,?,-5%,-2.1,-12%,-9%,-2%,-2,4
COc1ccc(Nc2nc(OC)nc(N3CCOCC3)n2)cc1,2,18%,-7%,-2.9,-1%,2%,0%,3,11
COc1ccc(CNC(=O)NC(C)(C)c2cccc(C(C)(C)NC(=O)NCc3ccc(OC)cc3)c2)cc1,-9,-20%,1%,4.5,-2%,-7%,-5%,0,-4
COc1ccc(/C=C/c2nc(C#N)c(NCCN(C)C)o2)cc1OC,0,-7%,-29%,1.7,6%,-6%,2%,0,-8
O=c1cc(-c2cccc(Br)c2)oc2cccc(O)c12,15,19%,4%,0.1,8%,0%,-2%,-9,44
COCCN=C1Sc2nc3cc(C)c(C)cc3cc2CN1Cc1cccs1,-3,?,0%,2.3,-17%,-2%,9%,1,-18
CCOC(=O)C1CCN(C(=O)CSc2n[nH]c(=O)[nH]c2=O)CC1,5,-3%,-5%,0.2,13%,-7%,-6%,-5,0
O=C(CSc1nnc(COc2ccccc2F)n1-c1ccccc1)NCc1ccco1,6,?,1%,0.3,-9%,-5%,-4%,-2,-12
Cc1cc2c(cc1S(=O)(=O)NCCc1ccccc1)NC(=O)CO2,3,?,-10%,0.8,-4%,-2%,6%,1,8
COc1cccc(CN2CCN(Cc3nc4c(s3)CCCC4)CC2CCO)c1 (centres undefined),1,3%,8%,-2.7,-13%,-3%,14%,11,9
Cc1ccc(CC(=O)N2CCN(c3cccc(C(F)(F)F)c3)CC2)cc1,3,8.9µM*,-4%,0.8,-14%,3%,0%,17,0
CC1=C(C(=O)N2CCOCC2)CC(CC(=O)NC2CCCC2)C(=O)N1Cc1ccc(F)cc1 (centres undefined),-4,6%,0%,0.3,1%,-4%,0%,1,-26
CC1(C)CC(=O)C=C(NNC(=O)c2cccnc2)C1,5,-7%,4%,0.7,0%,8%,6%,-6,9
Cc1ccccc1-n1nnnc1SCC(=O)NCC1CCCO1 (centres undefined),-1,34%[activator][7.66 µM],4%,0.1,14%[7.66 µM],-5%,-1%,-4,-16
CCCC(=O)Nc1ccc2c(c1)nc(CN1CCCCC1)n2C,7,-25%,16%,-2.3,-1%,1%,-7%,-1,-12
COc1cccc(C(=O)N2CCC[C@H]2C(=O)N2CCC[C@H]2C(=O)NCc2ccccn2)c1,5,7%,8%,-0.1,5%,0%,3%,10,3
O=C(CCCCO)c1ccc(O)c(Cl)c1,-41,6%,5%,1.0,-7%,-1%,-5%,11,?
O=c1c(Oc2ccccc2Br)c(C(F)(F)F)oc2c(CN3CCCC3)c(O)ccc12,-5,?,0%,-1.8,14%,-9%,-9%,3,?
COc1ccc(OC)c(NC(=O)CCN2CCN(c3ccccc3F)CC2)c1,64*,?,-4%,-0.7,-16%,-3%,5%,-5,2
C=CCN1C(=O)C(CC(=O)Nc2ccccc2)N(Cc2ccccn2)C1=S (centres undefined),5,-28%,0%[57.1 µM],0.5,-4%,-11%,-1%,-3,0

# Entries of single compounds, quoted from the list:
# `O=C(CCCCO)c1ccc(O)c(Cl)c1` in the list: DRD3 agonist: -41; GLP-1R inv ag: 6%; WRN inhibitor: 5%; IL-2 act: 1.0; GLP1R cytotox: -7%; PLK1 PBD inh: -1%; GLP1R ag: -5%; PI5P4Ka inh: 11; DRD3 antagonist: ?
# `C=CCN1C(=O)C(CC(=O)Nc2ccccc2)N(Cc2ccccn2)C1=S` (centres undefined) in the list: DRD3 agonist: 5; GLP-1R inv ag: -28%; WRN inhibitor: 0%[57.1 µM]; IL-2 act: 0.5; GLP1R cytotox: -4%; PLK1 PBD inh: -11%; GLP1R ag: -1%; PI5P4Ka inh: -3; DRD3 antagonist: 0

# More structures.
SMILES,DRD3 agonist,GLP-1R inv ag,WRN inhibitor,IL-2 act,GLP1R cytotox,PLK1 PBD inh,GLP1R ag,PI5P4Ka inh,DRD3 antagonist
COc1ccccc1CNC(=O)c1ccc(-c2ccccc2Cl)o1,-3,?,-10%,-0.4,1%,-12%,1%,3,53
C=CCOc1ccc(CNn2cn[nH]c2=S)cc1OCC,-7,5%,-8%,-2.5,-5%,1%,1%,·,28
Cc1ccc(C)c(NC(=O)CN(C)C(=O)C2CCN(C(=O)Nc3ccccc3)CC2)c1,4,0%,3%,-3.0,-11%,2%,0%,1,9
CC(=O)Oc1c(/C=C(\C#N)C(N)=O)[nH]c2ccccc12,-1,14%,5%,-0.8,3%,-14%,-2%,-59*,?
O=C1COc2ccc(C(=O)COC(=O)c3ncc(Cl)c(Cl)c3Cl)cc2N1,30,4%,-1%,-1.6,-1%,-22%,0%,1,12
CC(C)(C)NC(=O)C(=O)NNC(=O)COc1ccc(Br)cc1,-6,8%,1%,1.5,3%,-4%,-38%[inhibitor],1,-10
Cc1ccc(NC(=O)Cn2nc(C)cc2C)cc1,-4,5%,2%,-1.1,-11%,-6%,-2%,0,1
Cc1ccc(C(=O)NN2C(=O)c3ccc(S(=O)(=O)c4ccc(C(=O)O)cc4)cc3C2=O)cc1,-8,11%,-21%,1.2,5%,21µM*,1%,-13,7
OC(c1ccccc1)(c1nc(/C=C/c2ccccc2)cs1)C(F)(F)F (centres undefined),0,?,0%[57.1 µM],-0.8,-6%,-8%,1%,20,-22
CC(C)N(C(=O)CSc1nc2ccccc2n1-c1ccccc1)C(C)C,-20,-29%,6%,-3.3,-6%,-20%,-1%,·,9
CC(=O)Oc1ccccc1Cn1c(C)c(C(=O)NCCC#N)sc1=O,-3,27%,1%[57.1 µM],-0.9,-3%,3%,-4%,0,11
COC(=O)c1ccc(NC(=O)NCCCl)cc1,-3,11%,-7%,-0.2,0%,-2%,5%,-1,10
CCOC(=O)/C=C1\CN(Cc2cc(OC)c(OC)c(OC)c2)S(=O)(=O)c2ccc(C(F)(F)F)cc21,11,?,-12%,1.1,-5%,-21%,5%,?,0
COC(=O)c1ccccc1NC(=O)c1cc(-c2ccc(O)cc2)on1,3,8%,2%,1.3,-12%,-13%,-3%,-2,-13
Cc1cc(Nc2cccc(C(F)(F)F)c2)nc2ccc(NC(=O)Cc3ccc(Cl)cc3)cc12,2,?,·,·,-14%,·,-4%,·,·
CC1(C(=O)Nc2ccccc2Br)CCN1C(=O)Cc1ccccc1Cl (centres undefined),1,4%,0%,0.8,3%,-5%,-3%,-15,-16
O=C(CNc1cccc(S(=O)(=O)N2CCOCC2)c1)Nc1cccc(Br)c1,0,?,-8%,-1.6,-7%,-3%,1%,5,23
Cc1ccc(NC(=O)c2ccco2)c([N+](=O)[O-])c1,-13,21%,-29%,0.2,2%,-17%,15%,3,-27
CC(=O)C1C(c2ccc(O)cc2)NC(=O)NC1(O)C(F)(F)F (centres undefined),-2,3%,2%,-0.6,-4%,5%,0%,-1,37
CN(C)CCNc1ccc(CO)c2sc3ccc(O)cc3c(=O)c12,-23,?,?,-6.2,-21%,-10%,-33%[inhibitor],7,-14
CCn1nc(C)c(NC(=O)CSc2nnc(-c3ccco3)n2C)c1C,-2,11%,-3%[57.1 µM],-3.3,-10%,-11%,-2%,·,-11
COc1ccc(NS(=O)(=O)c2cccc(C(=O)N3CCN(C(=O)c4ccco4)CC3)c2)cc1,-1,4%,0%,-0.5,-3%,3%,-1%,3,8
COc1ccc(C(=O)NCCc2nnc(SCC(=O)Nc3ccc(Br)cc3)n2C)cc1,-3,0%,7%,-2.7,-10%,-6%,2%,·,-5
O=C(NNC(=O)c1ccncc1)NC1CCCCC1,1,9%,-2%,0.1,2%,-9%,-6%,-3,0
O=C(N/N=C/c1ccccc1)c1[nH]ncc1Br,6,11%,-1%[57.1 µM],0.1,14%,-8%,1%,-12,-1
O=C(O)CCC(=O)c1ccc2sc3ccccc3c2c1,2,30%,-2%,-1.3,5%,-9%,8%,-4,6
O=C(Cc1ccccc1F)NC1CCSc2ccccc21 (centres undefined),-4,-24%,1%,-5.4,-3%,-16%,-4%,5,-20
O=C(NCC(=O)N1CCCCCCC1)c1ccc(Br)o1,-1,1%,-11%,1.7,13%,-5%,4%,-7,7
Cc1ccc(Nc2nc(C(=O)N3CCC(C(=O)NCCN4CCOCC4)CC3)cs2)cc1,-4,0%,0%,-0.7,14%,-5%,0%,0,-4
